TbPYK inhibitor: inhibitors of Trypanosoma brucei pyruvate kinase | Q57TT1 | TbPYK enzyme, Kinase-Glo Plus ATP luminescence, 45 min | Potency, µM (titrated, usually from 76.8 µM), inactives show at the top dose activity, negative = inhibition, hits mostly inhibitors | hit rate 0.12% among 410,000; also: potency is read from the fitted curve at half-maximal effect; nearly all actives have a fitted effect of over 50% in size
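T. brucei PYK with substrate was exposed to pin-transferred compounds across a concentration series, then started with 130 uM ADP (final). After 45 min at room temperature, Kinase-Glo Plus luminescence was read, normalized and curve-fitted.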
AmpC inh no detg: inhibitors of E. coli AmpC beta-lactamase without detergent | P00811 | AmpC nitrocefin hydrolysis, absorbance 480 nm, 0.0001% Triton | Potency, µM (top dose mostly 57.1 µM), inactives show at the top dose activity change, negative = inhibition, actives largely listed as inhibitors | hit rate 0.52% among 330,000 | AID 485341;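 also: potency is read from the fitted curve at half-maximal effect; plate controls were no compound for no effect and no enzyme for full effect; nearly all actives have a fitted effect of over 20% in size; some results filed as inactive show a strong effect at the top dose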
Target sequence (P00811 whole entry, looked up): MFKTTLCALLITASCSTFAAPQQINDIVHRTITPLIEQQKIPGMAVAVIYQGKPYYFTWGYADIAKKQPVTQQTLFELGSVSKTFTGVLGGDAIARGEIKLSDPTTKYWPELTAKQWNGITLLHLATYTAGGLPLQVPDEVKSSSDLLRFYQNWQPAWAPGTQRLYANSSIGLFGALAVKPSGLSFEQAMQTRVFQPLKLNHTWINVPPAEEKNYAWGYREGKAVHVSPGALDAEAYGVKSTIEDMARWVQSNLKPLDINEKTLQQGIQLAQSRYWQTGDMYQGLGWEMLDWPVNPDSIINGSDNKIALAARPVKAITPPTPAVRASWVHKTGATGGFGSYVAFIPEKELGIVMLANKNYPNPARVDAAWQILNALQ
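20 mM phosphate pH 7.0 + 0.01% (detergent screen) or 0.0001% Triton X-100; 5.3 nM AmpC reagent; cpd preinc 15 min RT; nitrocefin (800 uM stock) to start; A480 q20 s × 4 min; Activity was normalised to no-enzyme and no-compound control wells.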
LmPK inh: inhibitors of Leishmania mexicana pyruvate kinase. Q27686. purified LmPK, Kinase-Glo ATP luminescence, 1 h. Potency, µM (highest dose often 57.5 µM), for the others: top-dose activity change, negative = inhibition, hits mostly inhibitors. hit rate 0.37% among 290,000. AID 1721; also: potency is read from the fitted curve at half-maximal effect
Target sequence (Q27686 whole entry, looked up): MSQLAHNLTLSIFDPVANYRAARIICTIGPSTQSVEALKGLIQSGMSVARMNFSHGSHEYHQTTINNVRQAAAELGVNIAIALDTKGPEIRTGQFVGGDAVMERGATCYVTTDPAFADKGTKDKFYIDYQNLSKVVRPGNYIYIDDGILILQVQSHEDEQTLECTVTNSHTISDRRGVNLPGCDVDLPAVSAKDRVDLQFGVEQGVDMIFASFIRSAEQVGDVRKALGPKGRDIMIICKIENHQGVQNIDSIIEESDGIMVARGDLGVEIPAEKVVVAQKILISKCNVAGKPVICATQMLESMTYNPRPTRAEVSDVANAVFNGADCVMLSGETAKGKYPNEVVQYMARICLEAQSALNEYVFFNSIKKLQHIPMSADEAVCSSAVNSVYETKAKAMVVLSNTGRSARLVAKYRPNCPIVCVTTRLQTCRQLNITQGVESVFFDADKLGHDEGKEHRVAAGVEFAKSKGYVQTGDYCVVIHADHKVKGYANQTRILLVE
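Purified LmPK (0.1 nM) converted ADP (0.1 mM) to ATP with PEP (0.5 mM) in imidazole buffer pH 7.2 with KCl and MgCl2, 1 h at room temperature. ATP was read by Kinase-Glo luminescence; data normalized to uninhibited and no-enzyme controls.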
HCV inh: blocks hepatitis C virus | Huh7.5.1 HCVcc-Cre infection, luciferase reporter, 44 h | Potency, µM (series often up to 41.8 µM), inactives show at the highest dose activity change, negative = inhibition, actives largely listed as inhibitors | hit rate 3.4% among 340,000 | AID 651820; also: potency is read from the fitted curve at half-maximal effect
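Infectious HCVcc-Cre (~0.5 moi) was added to cells just after compound, with cells seeded 4 h earlier at 1,000 per well. Luciferase activity after 44 h culture reported infection; substrate was incubated 15 min at room temperature before reading.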
HCMV antiviral: inhibitors of human cytomegalovirus; HFF cells, HCMV-luciferase reporter, 72 h; stronger effect = lower value; activity change, negative = inhibition, % at 57.5 µM; hit rate 4.5% among 410,000; in the data active = activity change below about -60%; inconclusive = no clear call, values can overlap the other calls; inactive = above about -39%
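Steps: HFFs plated, 16 h 37C; compounds added; HCMV-luciferase added to MOI 1 PFU/cell; 72 h 37C; OneGlo reagent, 5 min room temperature; luminescence read, normalized to controls.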
AmpC inh detg: inhibitors of E. coli AmpC beta-lactamase with detergent. P00811. AmpC hydrolysis of nitrocefin, absorbance 480 nm, 0.01% Triton. Potency, µM (highest dose often 114 µM), for inactives: at the top dose activity change, negative = inhibition, usual class: inhibitors. hit rate 0.041% among 370,000. AID 485294;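 also: potency is read from the fitted curve at half-maximal effect; 0% = no-compound wells and -100% = no-enzyme wells; nearly all actives have a fitted effect of over 25% in size; some results filed as inactive show a strong effect at the top dose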
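20 mM phosphate pH 7.0 + 0.01% (detergent screen) or 0.0001% Triton X-100; 5.3 nM AmpC reagent; cpd preinc 15 min RT; nitrocefin (800 uM stock) to start; A480 q20 s × 4 min; Activity was normalised to no-enzyme and no-compound control wells.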
AMA1-RON2 inh: disrupts binding of P. falciparum AMA1 to RON2 | Potency, µM (doses to about 58.2 µM), without a hit: top-dose activity change, negative = inhibition, hits mostly inhibitors | hit rate 0.2% among 360,000 | AlphaScreen AMA1-biotinylated RON2 peptide binding;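 also: potency is read from the fitted curve at half-maximal effect; 0% = vehicle wells and -100% = peptide control; nearly all actives have a fitted effect of over 45% in size; some results filed as inactive show a strong effect at the top dose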
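AMA1 (3D7) with his tag at 25 nM final met compounds first, then biotinylated RON2 peptide at 25 nM; detection used donor plus acceptor beads, 10 µg/mL apiece, read by AlphaScreen after 30 min at room temperature.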
Starred values were filed as active, the others as inactive; ? = inconclusive; . = not tested or not shown; [ ] = another dose, or the depositor's remark. Unless noted, calls follow the shape of the dose curve; as a rule, active = well fitted curve in the direction sought with a large enough effect; inconclusive = small, poorly fitted or top-dose-only effect, or another doubt; inactive = no such curve, though single readings can be large; an effect the other way counts as inactive or inconclusive. Unless noted, % is scaled to controls: 0 for no effect and ±100 for the full control effect.

Compound	TbPYK inhibitor	AmpC inh no detg	LmPK inh	HCV inh	HCMV antiviral	AmpC inh detg	AMA1-RON2 inh
COCc1nnc(NC(=O)c2ccccc2Oc2ccccc2)s1	-2%	9%	2%	-4%	-28	-4%	-7%
CC(c1ccccc1)N1C(=O)OC(C)(C)C1(C)O (stereo unspecified)	0%	-4%	.	13%	-35	-4%	0%
Cc1nc(C(=O)NC2CC2)sc1C1(C)CC(c2cccc([N+](=O)[O-])c2)=NO1 (stereo unspecified)	-2%	-17%	7%	-25%	-24	1%	-6%
COc1ccc(CNC(=O)CN(CCC(C)C)S(=O)(=O)c2ccc3c(c2)OCCO3)cc1	1%	6%	-2%	-14%	?	?	7%
COc1cccc(CNC(=O)Cc2ccc(NC(=O)N3CCSc4ncccc43)cc2)c1OC	-19%[15.4 µM]	.	.	.	0	17%	.
CCCCCC(=O)NNC(=O)c1ccc(-c2ccccc2)cc1	-7%	-51%	1%	?	23	-1%	3%
Cc1ccc(NC(=O)c2sc3ncn(Cc4cccc(F)c4)c(=O)c3c2C)c(Br)c1	-10%	.	.	.	14	2%	.
O=C(O)/C=C/c1ccc(OCc2cccc(F)c2)cc1	-17%	-24%	0%	4%	-9	-1%	11%
CC(=O)c1ccc(NC(=O)c2cc(C)nc3ccccc23)cc1	-7%	-14%	1%	-17%	58	-3%	0%
CCCn1c(/C=C/c2ccco2)nc2ccccc21	24%	-18%	-13%	-24%	?	-6%	0%
O=C1CN(C(=O)CN2CCCCC2)C(c2ccccc2)c2cc(Br)ccc2N1 (stereo unspecified)	-6%	-8%	7%	13%	-22	-7%	-3%
COc1ccccc1-c1nnc(SCC(=O)NC2CCCCC2)n1C	-12%	-5%	-1%	10%	7	3%	10%
C#CCOCCOCCOCCNc1nc(N2CCN(C(=O)[C@H](Cc3ccc(O)cc3)n3cc([C@@H](N)C(C)CC)nn3)CC2)nc(N2CCN(C(=O)[C@H](CCCCN)n3cc([C@@H](N)CO)nn3)CC2)n1 (stereo partly specified)	0%	116%[activator]	2%	1%	.	5%	-2%
COc1cccc(NC(=O)c2ccc(S(=O)(=O)N(C)C)cc2)c1	-8%	-28%	10%[11.5 µM]	-10%	2	4%	-1%
Cc1ccc(C(C(=O)NC2CCCCC2)N(C(=O)c2csnn2)C2CC2)cc1 (stereo unspecified)	12%	-3%	-5%	2%	?	4%	-6%

(listing goes on)
Compound	TbPYK inhibitor	AmpC inh no detg	LmPK inh	HCV inh	HCMV antiviral	AmpC inh detg	AMA1-RON2 inh
COc1cc2ncnc(NCc3ccc(C)cc3)c2cc1OC	-2%	83%[activator]	3%	20%	0	-1%	3%
Cc1ccc(S(=O)(=O)N2[C@@H](c3ccccc3)C(C(=O)O)=CC[C@H]2c2cccs2)cc1	-6%	-20%	.	1%	3	-2%	-12%
Cc1ccc(S(=O)(=O)Nc2cccc(-c3ccc(N4CCCCC4)nn3)c2)s1	5%	.	.	.	21	13%	.
COc1ccc(C)cc1NC(=O)C(NC(=O)c1cc(OC)c(OC)c(OC)c1)C(C)C (stereo unspecified)	0%	100%[activator]	2%	?	36	-12%	-5%
Cn1c2ccc(F)cc2c2ncn(CC3CCCO3)c(=O)c21 (stereo unspecified)	0%	-5%	-6%	9%	38	3%	-8%
CCOC(=O)c1ccc(NC(=O)CC2C(=O)N(c3cccc(OC)c3)C(=O)N2CCOC)cc1 (stereo unspecified)	1%	50%	4%	?	-14	-10%	-1%
O=C(NCCCN1CCOCC1)c1ccc(N2CCOCC2)c([N+](=O)[O-])c1	0%	-3%	-4%	-1%	43	6%	6%
CCOC(=O)C(Cc1c[nH]c2cc([N+](=O)[O-])ccc12)(NC(C)=O)C(=O)OCC	3%	.	.	-25%	6	.	-8%
Cc1nnsc1C(=O)Nc1cccc(Cl)c1C	-8%	-28%	1%[11.5 µM]	2%	-7	2%	-2%
CCc1ccc(-c2cc(C(F)(F)F)n3nc(C(=O)Nc4c(C)nn(Cc5ccccc5C)c4C)cc3n2)s1	3%	1%	0%	?	.	3%	5%
Cc1cc(C)nc(SCc2ccc(C(=O)N/N=C/c3ccccn3)cc2)n1	2%	-19%[11.4 µM]	4%	-15%	-9	?	63%[activator]
O=C(NCCNc1ccc([N+](=O)[O-])cc1)c1ccc(Cl)cc1	0%	-32%	9%[11.5 µM]	-32%	-18	0%	-17%
CN(C(=O)c1ccc(Cl)nc1)C1(c2ccccc2Cl)CCCCC1=O (stereo unspecified)	0%	-15%[11.4 µM]	0%	11%	-7	?	-3%
COc1ccccc1NS(=O)(=O)c1ccc(NC(=O)Cc2cccs2)cc1	-5%	-34%	0%	-20%	-26	-15%	-2%
S=C(NCc1ccccc1)NCc1ccccc1Cl	1%	-38%	-6%	-3%	-1	1%	15%

Continued, starting with the last three of the part before.
Compound	TbPYK inhibitor	AmpC inh no detg	LmPK inh	HCV inh	HCMV antiviral	AmpC inh detg	AMA1-RON2 inh
CN(C(=O)c1ccc(Cl)nc1)C1(c2ccccc2Cl)CCCCC1=O (stereo unspecified)	0%	-15%[11.4 µM]	0%	11%	-7	?	-3%
COc1ccccc1NS(=O)(=O)c1ccc(NC(=O)Cc2cccs2)cc1	-5%	-34%	0%	-20%	-26	-15%	-2%
S=C(NCc1ccccc1)NCc1ccccc1Cl	1%	-38%	-6%	-3%	-1	1%	15%
COc1cccc(S(=O)(=O)N(C)C[C@H]2OCc3cnnn3CCCC(=O)N([C@H](C)CO)C[C@@H]2C)c1	7%	.	.	.	26	.	7%
CC(C)(CO)CNC(=O)CCc1nnc(-c2ccc(-c3ccccc3)cc2)o1	-2%	100%[activator]	-5%	-8%	-37	-10%	0%
CC1(C)CN(O)CCN1O	-8%	-7%	14%	7%	?	5%	21%
COc1cccc(CNC(=O)c2ccc(CN3CC(=O)N4CCCCC4C3=O)cc2)c1 (stereo unspecified)	9%	.	.	.	-24	14%	.
CCCC(=O)NC(=S)Nc1ccccc1C(=O)OC	-10%	-25%	0%	11%	-5	-14%	9%
Cc1nc2ccc(S(=O)(=O)NC(C(=O)N3CCCCCC3)C(C)C)cc2s1 (stereo unspecified)	-26%	17%	3%	5%	12	?	7%
S=C(Nc1ccccn1)NC1CCCCC1	-12%	-46%	1%	?	-7	3%	-11%
O=C(CSc1nnc(CNC(=O)c2c(F)cccc2F)o1)NCC1CCCO1 (stereo unspecified)	-7%	-6%	-3%	-6%	-7	8%	18%
CC(CCN1CCOCC1)c1ccccc1 (stereo unspecified)	-9%	-4%	-6%	1%	78	?	-26%
C[C@H](CO)N1C[C@H](C)[C@@H](CN(C)S(=O)(=O)c2ccccc2)Oc2ccc(NS(=O)(=O)c3ccccc3)cc2C1=O	-1%	124%[activator]	.	?	-2	.	8%
O=C(Nc1nccs1)c1ccc(NC(=O)C2CC=CCC2C(=O)O)cc1 (stereo unspecified)	1%	-21%	-3%	5%	39	?	15%
C=C(C)CSc1nncn1/N=C/c1ccc(OC)cc1	-10%	46%	6%	45%[activator]	72	-18%	9%
CS/C(=C\[N+](=O)[O-])Nc1ccccc1	-4%	.	0%	-25%	-3	-1%	10%
Cc1cc(C)nc(SCC(=O)Nc2ccc(N3CCOCC3)cc2)n1	-17%	0%	2%	?	42	0%	10%
CCCC(=O)NCCc1nc2ccccc2n1C	-10%	-12%	-4%	4%	26	-2%	-7%

Next compounds
Compound	TbPYK inhibitor	AmpC inh no detg	LmPK inh	HCV inh	HCMV antiviral	AmpC inh detg	AMA1-RON2 inh
CN(Cc1ccc(Cl)cc1)C(=O)COC(=O)c1ccc(-c2ccc(O)cc2)cc1	-4%	-29%	.	3%	-13	0%	-6%
COc1ccccc1N1CC(C(=O)NC2CCCCCC2)CC1=O (stereo unspecified)	-7%	-32%	.	-9%	4	.	-1%
CC(=O)c1ccc(NC(=O)COC(=O)c2ccccc2Nc2ccccc2)cc1	-9%	-22%	-2%	-22%	?	0%	26%
O=C(CCC1N=C2c3ccccc3N=C(SCc3ccc(Cl)cc3)N2C1=O)NC1CCCCC1 (stereo unspecified)	-2%	.	.	.	-7	-3%	.
COCc1cc(=O)n2[nH]c(SC)nc2n1	0%	-18%	-9%	13%	13	6%	-6%
O=C(NCc1cccc2ccsc12)c1cccs1	-1%	-11%	.	16%	6	0%	14%
O=C(O)C1CC1(c1ccccc1)c1ccccc1 (stereo unspecified)	2%	-14%	0%	15%	-21	-1%	22%
CNC(=O)C(=O)NCC1OCCN1S(=O)(=O)c1ccc2c(c1)OCCO2 (stereo unspecified)	5%	-6%	0%	-2%	1	-14%	18%
C(=N\NC1=NCCCCC1)/c1c[nH]c2ccccc12	-3%	-24%	3%	-21%	36	1%	3%
O=c1c2cnn(-c3ccccc3)c2ncn1Cc1cccc(Cl)c1	1%	-12%	-3%	2%	19	?	-1%
CC(NC(=O)C(=O)NCCN1CCN(C(=O)c2ccccc2Br)CC1)c1ccccc1 (stereo unspecified)	-2%	-3%	-7%	-1%	5	-7%	-2%
C/C=C/C(=O)N1CC2(CC(c3cccc(NC(=O)CC(c4ccccc4)c4ccccc4)c3)=NO2)C[C@H]1C(N)=O (stereo partly specified)	-1%	229%[activator]	4%	3%	23	-3%	1%
CCC1=C(OC(=O)N(CC)CC)N2C(=O)OC(=NCCOC)[C@]2(Cc2ccccc2)[C@H]2C1=CC[C@H]1C(=O)NC(=O)[C@H]12	1%	191%[activator]	-4%	11%	31	-10%	-11%
Cc1noc(/C=C/c2ccco2)c1S(=O)(=O)N1CCC(C(=O)Nc2ccc(F)c(Cl)c2)CC1	3%	.	.	.	-84*	0%	.
CC1CCC(C(C)C)C(OC(=O)Cn2c(COc3ccccc3)[n+](C)c3ccccc32)C1 (stereo unspecified)	2%	119%[activator]	3%	13µM*	-100*	-2%	-3%
O=C(CCCc1nc(-c2ccccc2Cl)no1)NC1CCCC1	4%	-20%	6%	4%	-74*	?	-6%
N#C/C(=C\c1ccc(-c2ccccc2[N+](=O)[O-])o1)C(N)=O	-4%	1%	5%	-4%	-5	8%	-13%
Cc1ccc(-c2noc(CSc3nnc(Cc4ccccc4)n3-c3ccc(Cl)cc3)n2)cc1	-5%	18%	2%	?	-12	-5%	-12%
